# Source: PubChem (several laboratories)
# Platelet DG rel – inhibitors of platelet dense granule secretion, primary screen, cell-based, MLPCN, human platelets | human platelet-rich plasma, SFLLRN dense granule ATP release, luminescence | inhibition, %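 (compounds screened at 7.5 µM in platelet-rich plasma)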 | 0.22% of 300,000 active;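 active = mean replicate score, as percent of positive control, at or above 50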
# KLF5 inh – KLF5 expression inhibitors, primary screen, DLD-1 cells, luminescence. 0.23% of 290,000 active. inhibition, % at 5 µM. AID 1700, 2009. DLD-1 KLF5 promoter-luciferase reporter;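 active = inhibition above a per-plate limit of that plate's mean compound inhibition plus 3 SD, cut at about 60% in these data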;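 note: 0% = DMSO wells and 100% = LY294002 at 200 µM; higher means less KLF5 promoter-driven luciferase light; inactives centre near -14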
# GSK3 alpha inh – blockers of GSK3A enzyme activity – biochemical, luminescence, cell-free homogeneous, HTS, primary screen; inhibition, % at 10 µM; Glycogen synthase kinase-3 alpha (Homo sapiens), P49840; 0.1% of 320,000 active; GSK-3 alpha kinase, ADP-Glo luminescence, 60 min;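 in the data active = inhibition above about 50%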;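 note: GST-tagged GSK-3 alpha with peptide substrate and 25 µM ATP; 0% = DMSO neutral wells and 100% = GW8510 positive control wells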
# Target sequence (P49840 whole entry, looked up): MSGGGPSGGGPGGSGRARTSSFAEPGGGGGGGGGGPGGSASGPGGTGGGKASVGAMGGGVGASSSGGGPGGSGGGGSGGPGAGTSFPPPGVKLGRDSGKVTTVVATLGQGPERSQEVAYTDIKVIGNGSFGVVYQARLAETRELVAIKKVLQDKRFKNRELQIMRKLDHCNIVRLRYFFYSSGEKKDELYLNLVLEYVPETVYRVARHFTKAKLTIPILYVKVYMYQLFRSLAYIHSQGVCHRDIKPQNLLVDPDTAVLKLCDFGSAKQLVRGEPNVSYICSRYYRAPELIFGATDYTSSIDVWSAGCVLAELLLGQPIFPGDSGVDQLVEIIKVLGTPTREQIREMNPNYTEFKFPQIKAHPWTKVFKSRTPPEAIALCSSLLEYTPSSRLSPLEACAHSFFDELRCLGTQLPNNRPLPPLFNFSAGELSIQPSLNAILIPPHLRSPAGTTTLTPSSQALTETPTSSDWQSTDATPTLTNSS
# HSP90 refold inh – HSP90 inhibitors, primary screen, cell lysate, luminescence; Heat shock protein HSP 90 (rabbit reticulocyte lysate; luciferase refolding); Rabbit reticulocyte lysate, luciferase refolding luminescence, 3 h; inhibition, % at 5.6 µM; 0.91% of 290,000 active; AID 1789, 2009;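 active = inhibition above the screen-wide mean plus 3 SD, computed separately per campaign, cut at about 16% in these data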;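 note: 0% = DMSO wells and 100% = 60 µM geldanamycin wells; inhibitors lower the luminescence because luciferase stays unfolded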
# GSK3B inh – human GSK3beta kinase inhibitors, primary screen, biochemical, cell-free homogeneous, HTS; activity score (negative = inhibition), % at 10 µM; Glycogen synthase kinase-3 beta (Homo sapiens), P49841; 0.038% of 300,000 active; GST-GSK3beta kinase, ADP-Glo luminescence, 60 min; active compounds read low;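 active = more than half of replicate wells score below -50%, meaning over 50% inhibition versus plate controls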;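 note: 0% = median DMSO wells and -100% = median GW8510 positive control wells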
# Target sequence (P49841 whole entry, looked up): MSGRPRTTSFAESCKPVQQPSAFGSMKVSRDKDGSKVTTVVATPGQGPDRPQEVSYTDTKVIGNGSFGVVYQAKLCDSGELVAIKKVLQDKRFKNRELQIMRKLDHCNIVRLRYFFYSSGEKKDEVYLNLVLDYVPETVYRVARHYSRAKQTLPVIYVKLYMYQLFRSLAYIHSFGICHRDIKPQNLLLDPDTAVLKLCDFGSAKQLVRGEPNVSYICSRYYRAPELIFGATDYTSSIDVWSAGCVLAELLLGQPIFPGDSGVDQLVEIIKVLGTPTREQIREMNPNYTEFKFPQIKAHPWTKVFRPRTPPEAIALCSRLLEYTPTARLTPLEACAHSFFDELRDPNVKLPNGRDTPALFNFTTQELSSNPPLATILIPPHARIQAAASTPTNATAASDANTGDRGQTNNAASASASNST
#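 Test system – GST-tagged human GSK3beta kinase, cell-free · Incubation – 60 min enzyme reaction, room temperature · Signal – ADP-Glo luminescence · Also added – peptide substrate and ATP at 25 µM · Controls – DMSO neutral wells and GW8510 at 20 µM as positive · Buffer or medium – Tris/MgCl2 kinase buffer · Measure – Luminescence-derived activity versus plate DMSO and GW8510 wells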
# DYRK1A inh – rat Dyrk1A kinase inhibitors, primary screen, biochemical, single point, plate reader; ADP-Glo luminescence, NFATc1 peptide; inhibition, % at 12.5 µM; 0.43% of 310,000 active; AID 504441, 2011; in the data active = inhibition above about 50%;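 note: plate controls were vehicle with enzyme for no effect and no enzyme for full effect; many of its hits are not listed in these tables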
# aSyn 5UTR inh – MLPCN primary screen, SNCA 5' untranslated region | alpha-synuclein 5'UTR reporter, inhibitor activity | inhibition, % (tested at 7.5 µM) | 0.82% of 300,000 active; in the data active = inhibition above about 60%;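 note: H4 neuroglioblastoma cells stably carrying SNCA 5'UTR luciferase fusion; 0% = DMSO wells and 100% = positive control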
# IEC-6 cytotox – cytotoxicity in IEC-6 intestinal epithelial cells, primary screen, cytotoxicity control for KLF5 inhibitor project, cell-based, luminescence; IEC-6 cytotoxicity, luminescence viability; inhibition, % at 5 µM; 0.78% of 290,000 active; in the data active = inhibition above about 22%;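 note: 0% = plate median of test compound wells and 100% = cytotoxic reference compound wells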
# HSF1 inh – HSF1 inhibitors in luciferase reporter cells, primary screen, cell-based, NIH3T3, luminescence; 0.77% of 300,000 active; NIH3T3-HGL HSE-luciferase, MG132-induced, luminescence 8 h; active compounds read low; activity change, negative = inhibition, % at 7.5 µM (by protocol);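 active = more than half of replicate wells show activity change below -50%, luminescence cut by over half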;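 note: luciferase reports HSF-1 transcriptional activity via heat shock element; 0% = median of DMSO wells and -100% = zero luminescence signal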
# HSF1 activator – HSF-1 activators, primary screen, NIH3T3-HGL cells, MG132 stress, luminescence, single point; NIH3T3-HGL HSF-1 luciferase reporter, 8 h; 100% = twice DMSO control signal; 1.7% of 300,000 active; AID 504408, 2011; activation, % at 9 µM;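 active = mean replicate activation of at least 50% with a set share of replicates each reaching 50%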;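 note: 0% = median of the neutral control wells and 100% = twice that signal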
# * marks the source's active call; other numbers are inactive results; . = no result given. Only part of the results is shown, so the mix of outcomes need not match the whole.
SMILES,Platelet DG rel,KLF5 inh,GSK3 alpha inh,HSP90 refold inh,GSK3B inh,DYRK1A inh,aSyn 5UTR inh,IEC-6 cytotox,HSF1 inh,HSF1 activator
CCc1ccccc1N(CC(=O)NC(C)(C)CC)C(=O)CCC(=O)Nc1nccs1,1,-28,1,0,2,-1,-10,1,-2,3
Cc1ccc(CNC(=O)CCN2C(=O)[C@@H]3Cc4ccccc4CN3C2=O)cc1,0,-23,-2,0,3,-1,-12,2,-5,-1
O=C(Cn1cc([N+](=O)[O-])cn1)N1CCN(c2ccccc2)CC1,0,-18,1,-5,-2,3,3,-5,-1,-10
CC(C)OC(=O)c1ccc(NC(=O)Cn2c(-c3nonc3N)nc3ccccc32)cc1,1,-36,1,5,1,13,0,7,5,9
COc1ccc(N(CC(O)Cn2c(C)nc3ccccc32)S(=O)(=O)c2ccccc2)cc1 (stereo not drawn),-7,-41,-2,-2,0,-1,-7,-8,-10,9
COC(=O)Nc1ccc(C)c(NC(=O)OC)c1,-7,-5,-4,2,-2,5,-2,3,-5,-8
COC(=O)c1sc2[nH]c(=S)n(N)c(=O)c2c1C,.,-4,.,-3,.,2,.,-2,.,.
CC(=O)OCCN1C(=O)c2ccc(-c3nc4ccccc4c(=O)o3)cc2C1=O,-3,.,-2,.,-3,-1,-13,.,-8,3
CCc1nnc(NS(=O)(=O)c2ccc(N/C=C\C(=O)c3ccc(F)cc3)cc2)s1,-1,-35,-1,-7,-4,39,19,-1,-2,11
O=C(COc1cc2oc(=O)c3c(c2cc1Cl)CCCC3)NCc1cccnc1,-15,-10,5,2,2,-4,-10,-3,1,9
CCCCn1c(CCCNC(=O)c2ccco2)nc2ccccc21,-1,-23,-1,-1,1,3,6,-5,-3,-4
CCC(C)C(=O)Nc1ccc(OC)cc1[N+](=O)[O-] (stereo not drawn),8,10,-5,-1,-2,-3,14,6,-2,-6
CCOC(=O)C1CCN(c2c(NCCCN(C)C3CCCCC3)c(=O)c2=O)CC1,-7,8,-1,-4,0,6,-7,-5,-3,1
O=C(c1ccc(C(F)(F)F)cc1)C1CCCN(C(=O)CCc2ccncc2)C1 (stereo not drawn),-9,-23,1,-2,1,-2,-7,-5,6,8
COc1cccc(N2C(=O)[C@H]3C(C(=O)c4cnccn4)=NN[C@H]3C2=O)c1,6,-12,-2,3,2,.,-18,-6,4,11
C=CCNC(=O)c1cc2c(=O)n3cccc(C)c3nc2s1,2,-41,-2,0,2,2,-32,-1,2,15
COc1ccc(OCc2n[nH]c(=S)o2)cc1,-7,-18,-1,2,-3,1,13,0,-5,4
Cc1cc(O)cc(O)c1C(=O)Cc1cnn(-c2ccccc2)c1,-1,-63,-2,-2,5,2,-14,-2,-4,-5
CN(C)c1ccc(CN(C(=O)/C=C/c2ccco2)C2CCS(=O)(=O)C2)cc1 (stereo not drawn),-1,-24,6,-2,-3,.,-5,0,-2,2
CN(C)S(=O)(=O)c1ccc(NC(=O)CCNC(=O)c2ccc([N+](=O)[O-])cc2)cc1,5,-18,-2,-2,-2,-4,-18,-1,1,-19
COC(=O)C1=C(N)Oc2c(oc(CO)cc2=O)C1c1ccc(F)cc1 (stereo not drawn),-1,-29,-1,2,2,.,0,3,-1,-8
Cc1ccc(NC(=O)COC(=O)Cn2cnc3ccccc32)c([N+](=O)[O-])c1,-4,-12,-1,0,2,0,-10,-1,8,-16
CN(CCOc1ccc(Cl)cc1)C(=O)c1cc([N+](=O)[O-])ccc1N1CCOCC1,22,.,-1,.,1,5,7,.,3,2
CCCCC(=O)Nc1cccc(NC(=S)NC(=O)C(C)C)c1,8,-37,5,-3,-3,-2,10,3,-5,10
Cc1cc(Cl)ccc1NC(=S)NCc1ccc(S(N)(=O)=O)cc1,7,-19,0,1,-6,9,10,4,-1,-9
O=C(Cc1n[nH]c(=O)c2ccccc12)N/N=C/c1cc2c(cc1Cl)OCO2,9,-12,0,2,.,-9,15,13,11,10
CC(=O)Nc1ccc(-n2cnnn2)cc1,-1,-11,1,1,0,5,-1,4,-4,-3
CCCN1CCN(C2CCCCC2NS(=O)(=O)c2ccccc2)CC1 (stereo not drawn),-1,-10,0,3,-1,5,2,9,-1,-8
Cc1ccc2c(Cl)c(C(=O)Nc3ccc4c(c3)OCO4)sc2c1,2,5,-1,2,1,-4,-148,6,10,36
CC(C)CCN1C(=O)CCC1(C)C(=O)NC1CCCCCC1 (stereo not drawn),4,2,-1,-4,5,5,-1,-1,-6,4

# One compound at a time, as listed above:
# `CCCCC(=O)Nc1cccc(NC(=S)NC(=O)C(C)C)c1` in the list: Platelet DG rel: 8; KLF5 inh: -37; GSK3 alpha inh: 5; HSP90 refold inh: -3; GSK3B inh: -3; DYRK1A inh: -2; aSyn 5UTR inh: 10; IEC-6 cytotox: 3; HSF1 inh: -5; HSF1 activator: 10
# `CN(C)S(=O)(=O)c1ccc(NC(=O)CCNC(=O)c2ccc([N+](=O)[O-])cc2)cc1` in the list: Platelet DG rel: 5; KLF5 inh: -18; GSK3 alpha inh: -2; HSP90 refold inh: -2; GSK3B inh: -2; DYRK1A inh: -4; aSyn 5UTR inh: -18; IEC-6 cytotox: -1; HSF1 inh: 1; HSF1 activator: -19

# More records:
SMILES,Platelet DG rel,KLF5 inh,GSK3 alpha inh,HSP90 refold inh,GSK3B inh,DYRK1A inh,aSyn 5UTR inh,IEC-6 cytotox,HSF1 inh,HSF1 activator
COc1ccccc1OCCOc1ccc(/C=N/n2cnnc2)cc1,-1,-16,1,5,-2,5,9,5,-3,-6
O=[N+]([O-])c1ccc(CNC2CCCc3ccccc32)cc1 (stereo not drawn),-3,-16,-1,3,-2,0,15,1,7,9
COc1cccc(CC(=O)Nc2nc(-c3ccc(F)c(F)c3)cs2)c1,3,-8,-3,-4,7,-4,-40,-8,2,3
OC1(c2ccccn2)COc2ccccc2O1 (stereo not drawn),8,-30,8,-2,2,-5,-28,-3,0,-4
COc1ccc2c(c1)cc1n2CCN=C1N,-2,-21,-2,-3,0,5,5,-2,-7,-9
CNC(=S)Nc1cc(S(=O)(=O)Nc2cc(Cl)ccc2Cl)ccc1N1CCCC1,-3,-18,0,-2,6,-4,-4,-6,2,0
CCCn1cnc2c(oc3ccccc32)c1=O,6,-35,-1,0,-20,0,-45,1,6,-7
CSc1ccc(C(=O)C2CCCN(C(=O)c3cccc(N4CCOCC4)c3)C2)cc1 (stereo not drawn),11,-28,-2,2,3,9,.,-5,.,.
COc1ccc(CN(C(=O)CCC(=O)Nc2cc(C)on2)C(C(=O)NC(C)(C)C)c2cccc(OC)c2OC)cc1 (stereo not drawn),-12,-11,7,0,0,-5,3,0,-1,3
O=c1c2c3c(sc2n(CCN2CCOCC2)c(=O)n1Cc1ccco1)CCCCC3,-12,6,-3,1,-1,5,7,2,15,8
Cc1ccccc1C1CC(c2ccccc2OC(F)F)Nc2ncnn21 (stereo not drawn),-1,-32,0,-4,3,6,7,0,7,15
CCOC(=O)CC(C(=O)OCC)P(=O)(c1ccccc1)c1ccccc1 (stereo not drawn),14,-6,-1,-2,5,-5,6,2,-1,-13
O=C(c1ccc(F)cc1)C1CCN(C(=S)Nc2ccccc2Cl)CC1,0,-20,0,1,-1,0,7,-1,-1,-6
COc1ccccc1-c1nc2n(n1)C(c1ccc(Cl)cc1)C(C(N)=O)=C(C)N2 (stereo not drawn),-3,-5,-1,-4,-1,-2,-5,-2,1,29
CCOC(=O)c1cn(CC(=O)Nc2ccc(OC)cc2OC)nn1,0,-16,-7,0,2,-1,9,-6,-6,4
Cc1cccc(CCNC(=O)C2CCCN(S(=O)(=O)c3cccc4nsnc34)C2)c1 (stereo not drawn),.,9,-1,-2,0,5,11,-6,1,-12
Cc1ccnc(Nc2nc3ccccc3o2)n1,33,-50,5,22*,-4,7,45,13,-16,-28
Cc1ccc(SC(=O)COc2ccc(C)c(C)c2)cc1,2,-20,-3,-1,1,1,-20,2,2,43
C=CC[N+]1(CC#CCOC(c2ccccc2)c2ccccc2)CCOCC1,2,-22,-1,-4,-2,-2,-7,-2,-6,-8
COc1ccc(C(C)NC(=O)C2C(=O)NC3(C)CC2c2ccccc2O3)cc1 (stereo not drawn),-2,-13,-3,4,-5,-1,10,-5,-1,-5
COc1ccccc1NC(=O)CSc1nnnn1C1CCCC1,18,-8,.,0,2,1,-9,-5,2,11
CC(C)Cc1nnc(NC(=O)CCC(=O)N2CCN(Cc3ccc(F)cc3)CC2)s1,19,-4,-1,-3,0,2,5,-2,0,2
N#C/C(N=Nc1ccccc1O)=N\Nc1ccccc1O,14,.,6,.,-2,7,29,.,9,17
CCN(CC)S(=O)(=O)c1ccc(C(=O)OCC(=O)N2CCOCC2)cc1,13,6,-1,-2,2,-7,17,2,-4,3
COCc1[nH]nc2c1C(c1ccc(OC)c(OC)c1)C(C#N)=C(N)O2 (stereo not drawn),.,-12,5,-1,1,0,8,-9,3,0
CC1CCN(C(=S)c2cn(Cc3ccccc3F)c3ccccc23)CC1,3,-3,-2,0,-3,-2,15,2,8,8
CCCS(=O)(=O)n1nc(-c2ccc(OC)cc2OC)cc1N,9,12,0,-4,-4,0,-8,0,7,8
Cc1ccc(C2CC(c3cccs3)=NN2C(=O)CSc2nc3ccccc3o2)cc1 (stereo not drawn),-14,-15,-3,6,7,-4,10,-13,-2,16
COc1ccc(/C=C2\SC(=O)N(CC(=O)Nc3cccnc3)C2=O)cc1OC,11,4,-2,3,1,-25,0,-1,-3,4
O=C1c2ccccc2C(=O)N1OCc1ccc(Cl)cc1,-18,-19,2,2,-3,0,-18,-6,-4,-3
CCOC(=O)N1C(=O)[C@](CC)(c2ccccc2)N1C(=O)OCC,4,-18,-2,-3,-1,-1,1,-4,0,-4
Fc1ccc(C(c2ccc(F)cc2)N2CCN(C/C=C/c3ccccc3)CC2)cc1,-1,-14,-2,-1,-1,-6,-7,-8,5,2
Cn1c(=O)c2c(nc(SCCN3CCOCC3)n2Cc2ccc(F)cc2)n(C)c1=O,3,-12,0,-1,-2,0,-130,-3,16,29
O=C(N/N=C/c1ccco1)c1ccc2nc[nH]c2c1,1,-16,2,5,-4,14,-5,2,-3,9
COCC(C)NS(=O)(=O)c1ccc(C)cc1 (stereo not drawn),3,-8,-7,-9,3,3,-4,1,-2,8
O=C1N(Cc2cccnc2)C[C@@H]2C[C@@H](c3ccccc3C(F)(F)F)N3CCC[C@@]123,3,-7,0,1,2,0,2,-1,6,-11
Cc1cccc(NC(=O)c2cccc(C(=O)Nc3cccc(C)n3)c2)n1,-2,3,0,2,4,5,-11,-6,1,8
CN1CCC(NC(=S)NC2CC2)CC1,-3,10,-3,3,2,4,-15,2,-4,-4
